Wnt act = Wnt/beta-catenin pathway activators, primary screen, cell-based, plate reader, single point. Wnt/beta-catenin reporter cell assay, activator. activation, % at 9.35 µM. AID 743398, 2014. 300,000 compounds, 1.2% hits; in the data active = activation above about 30%, passing the limit was not always enough;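 note: 0% = neutral control wells and 100% = positive control wells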
MOR-DOR ag = agonists of OPRM1-OPRD1 heterodimerization, primary screen, cell-based, luminescence. activation, % at 9.3 µM. 340,000 compounds, 0.3% hits. Mu-type opioid receptor (Homo sapiens) + Delta-type opioid receptor (Homo sapiens), …. cells; in the data active = activation above about 18%;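 note: 0% = vehicle-treated cells and 100% = reference agonist; values of inactives mirror those of a sister screen read the other way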
Target sequence (P35372 whole entry, looked up): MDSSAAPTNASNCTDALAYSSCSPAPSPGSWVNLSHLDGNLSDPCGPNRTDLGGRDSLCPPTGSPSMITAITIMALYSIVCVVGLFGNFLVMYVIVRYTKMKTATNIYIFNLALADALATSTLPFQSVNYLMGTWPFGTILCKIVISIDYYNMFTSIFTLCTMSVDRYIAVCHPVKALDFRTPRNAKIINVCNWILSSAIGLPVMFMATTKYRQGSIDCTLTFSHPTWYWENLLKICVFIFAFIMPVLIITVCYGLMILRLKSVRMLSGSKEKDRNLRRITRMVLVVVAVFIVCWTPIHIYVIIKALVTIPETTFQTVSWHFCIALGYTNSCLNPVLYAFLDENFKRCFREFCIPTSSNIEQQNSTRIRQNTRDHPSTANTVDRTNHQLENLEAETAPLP
Target sequence (P41143 whole entry, looked up): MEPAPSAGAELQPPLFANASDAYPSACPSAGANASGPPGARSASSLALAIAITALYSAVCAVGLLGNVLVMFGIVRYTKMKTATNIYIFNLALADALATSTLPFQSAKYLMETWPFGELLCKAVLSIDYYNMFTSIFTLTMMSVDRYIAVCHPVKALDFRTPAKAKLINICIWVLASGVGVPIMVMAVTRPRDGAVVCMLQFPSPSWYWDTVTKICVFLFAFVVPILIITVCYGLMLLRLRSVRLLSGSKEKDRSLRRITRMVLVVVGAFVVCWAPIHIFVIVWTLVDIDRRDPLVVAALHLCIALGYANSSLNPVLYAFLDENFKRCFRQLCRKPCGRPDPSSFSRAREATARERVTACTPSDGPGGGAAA
Arrestin-AP2 inh = inhibitors of beta-arrestin/AP2 binding, primary screen, biochemical, GPCR trafficking, flow cytometry | AID 504490, 2011 | 340,000 compounds, 0.31% hits | FITC-arrestin peptide / GST-AP2 beads; AP2 beta2 appendage carries R879A mutation | beta-arrestin 1 C-terminal peptide binding to AP2 beta2-adaptin appendage (human) | inhibition, % at 10 µM;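 active = inhibition above a set limit, near 3 SD of compounds lacking own fluorescence, cut at about 54% in these data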;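 note: plate controls were DMSO wells for no effect and 5 µM unlabelled arrestin peptide for full effect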
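System: GST-AP2 R879A glutathione beads; medium: PBS, Tween 20 0.05%, BSA 0.1%; reagent: fluorescein-tagged arrestin peptide at 50 nM final; schedule: pre-incubation 12 min, peptide binding 1 h, room temperature; detection: flow cytometry, FL1 (488/535 nm); read-out: inhibition as reduced fluorescein signal on beads, percent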
Keap1-Nrf2 PPI = Keap1-Nrf2 protein-protein interaction inhibitors, primary screen, biochemical, fluorescence polarization, single point. 340,000 compounds, 0.15% hits. Keap1 Kelch-Nrf2 peptide fluorescence polarization, 1536-well. inhibition, % at 9.4 µM. Kelch-like ECH-associated protein 1 (Homo sapiens), Q14145; in the data active = inhibition above about 12%;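 note: human Keap1 Kelch domain with fluorescein labeled Nrf2 9mer peptide probe; 0% = neutral control wells and 100% = peptide positive control; higher means more block of Keap1 binding to Nrf2 peptide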
OPRM1-OPRD1 inv = inverse agonists of MOR-DOR heterodimerization, primary screen, cell-based, luminescence; 340,000 compounds, 0.21% hits; Mu-type opioid receptor (Homo sapiens) + Delta-type opioid receptor (Homo sapiens), …; AID 504357, 2011; cell-based MOR-DOR heterodimer luminescence, inverse agonism; inhibition, % at 9.3 µM; in the data active = inhibition above about 22%, passing the limit was not always enough;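 note: 0% = cells with DMSO and 100% = wells without cells with DMSO; values of inactives mirror those of a sister screen read the other way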
Cardiac RTF inh = cardiac RTF calcium sensitivity inhibitors, primary screen, biochemical, IANBD-TnC fluorescence, EC70 calcium. Troponin I, cardiac muscle (Homo sapiens) + Troponin T, cardiac muscle (Homo sapiens) + …. IANBD-labeled cardiac RTF, Ca2+ fluorescence. inhibition, % at 7.15 µM. 340,000 compounds, 0.12% hits. AID 493244, 2011;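 active = inhibition above the mean inhibition of all tested compounds plus 3 SD, cut at about 17% in these data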;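 note: assay run at fixed EC70 calcium of 1.6 mM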
V-ATPase pH = regulators of yeast V-ATPase proton pumping, primary screen, pHLuorin cytosolic pH fluorescence | S. cerevisiae | response, % at 10 µM | 350,000 compounds, 0.37% hits; in the data active = response mostly above about 7.3%, no sharp cut-off; inactive = mostly below about 5.4%; note: actives read high; inactives centre near 0; some compounds called inactive have numbers as strong as hits; reference of the scale not given here
RTF Ca sens act = cardiac RTF calcium sensitivity activators, primary screen, biochemical, IANBD-TnC fluorescence, EC20 calcium | Troponin I, cardiac muscle (Homo sapiens) + Troponin T, cardiac muscle (Homo sapiens) + … | IANBD-labeled TnC RTF fluorescence at EC20 calcium; 0% EC20 calcium, 100% full calcium | activation, % at 7.2 µM | 340,000 compounds, 0.24% hits;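 active = activation above the mean over all tested compounds plus 3 SD, cut at about 30% in these data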;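 note: rise in fluorescence read as greater calcium sensitivity of cardiac thin filaments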
LANA DNA inh = inhibitors of KSHV C-LANA binding to DNA, primary screen, biochemical, fluorescence polarization, FAM-LBS DNA, MBP-C-LANA, single point; inhibition, % at 9 µM; 340,000 compounds, 0.078% hits; Kaposi's sarcoma herpesvirus LANA C-terminal domain (residues 932-1162) DNA binding;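 active = highest replicate inhibition at or above 60% at 9 µM, even if other replicates fall short; inactive = all replicates below 60% inhibition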;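 note: 0% = neutral control wells and 100% = 4 µM acridine orange control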
Pemphigus Ab inh = inhibitors of pemphigus antibody binding to DSG3, primary screen, biochemical, bead-based, flow cytometry, scFv-GFP | 310,000 compounds, 0.48% hits | binding (percent of control), % at 10 µM | DSG3-coupled beads, scFv-anti-DSG3-GFP binding; stronger effect = lower value;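 active = binding more than 3 SD below its plate's average and above zero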; note: some compounds called inactive have numbers as strong as hits
Active calls of the source: *; nt = no result given. Compounds were not picked by outcome; any-hit rate near 3.1%.

SMILES	Wnt act	MOR-DOR ag	Arrestin-AP2 inh	Keap1-Nrf2 PPI	OPRM1-OPRD1 inv	Cardiac RTF inh	V-ATPase pH	RTF Ca sens act	LANA DNA inh	Pemphigus Ab inh
CN1CCN(C(=S)c2ccc(Br)cc2)CC1	1	-2.2	-5	3	10	-3	1	-5	-0.1	104
Cc1ccc2[nH]c3c(=O)[nH]ncc3c2c1	1	-2.3	-12	-9	10	-1	4	0	1.9	119
C=CCn1c(=O)c(C(=O)Nc2ncccc2O)c(O)c2ccccc21	-2	-1.0	0	-6	5	-5	0	0	3.4	107
COC(=O)c1c(NC(=O)COC(=O)c2ccccc2O)sc2c1CCCCC2	-8	-1.2	5	6	6	-5	8	0	2.5	87
COc1c(S(=O)(=O)N2CCN(C(=O)c3ccco3)CC2)ccc(Cl)c1Cl	-1	0.1	28	-6	0	-7	18	-2	0.6	93
O=C(NC1CCCCC1)NC1CC2CCC(C1)N2Cc1nnnn1Cc1ccc2c(c1)OCO2 (centres undefined)	-2	-0.5	-7	-8	3	-1	0	8	-1.0	97
Cc1ccc(NC(=O)Cc2nnc(SCC(=O)NC3CCCC3)n2C)cc1	-2	-1.6	-7	-7	9	-10	-2	-4	2.2	105
COc1cc2c(cc1OC)C(SC)=NC(C)(C)C2	-1	0.8	4	-1	-4	-8	3	-6	-0.6	97
Cc1cc(N2CCN(C)CC2)nc2ccc(NC(=S)N3CCCCC3)cc12	7	-3.1	2	-1	17	3	1	-3	-0.8	101
CCC(CC)NC(=O)c1ccc2nc[nH]c2c1	nt	-0.9	2	-3	4	1	-4	-2	-1.3	112
Cc1nn(CC(=O)NCCCN2CCC(Cc3ccccc3)CC2)c(=O)c2cc(-c3ccccc3)nn12	-3	2.7	31	1	-14	-7	11	-2	-0.1	106
Clc1ccc(OCCn2ccnc2)c(Cl)c1	nt	0.9	21	-1	-5	3	0	2	0.7	109
Cc1ccc2c(c1)nnn2C1CCN(CC(=O)N2c3ccccc3CC2C)CC1 (centres undefined)	nt	-1.2	14	2	7	3	0	3	-1.3	122
Cc1cc(C(=O)Nc2nnc(C3CCCCC3)s2)cs1	nt	0.4	0	3	-2	-1	-3	1	0.5	99
CC(C)NCC(=O)Nc1c2c(nc3ccccc13)CCC2	0	-2.5	-16	-2	13	-9	-3	0	0.0	124
Clc1ccc(OCCCCN2CCCCC2)cc1	nt	-4.4	28	0	20	1	-3	2	-2.9	108
O=C(NC1CCC(O)CC1)c1cccc2cccnc12 (centres undefined)	-1	-0.2	10	2	2	-10	0	-6	-1.3	nt
CCN(CC)S(=O)(=O)c1ccc(N(C)C)c(NC(=O)C2CCCC2)c1	2	0.3	-2	-2	-2	2	3	3	2.6	87
COc1ccc(C(C)(C)NC(=O)C2CCC(=O)N(CCCN3CCCC3=O)C2)cc1 (centres undefined)	-3	-2.5	9	-3	14	-11	-1	-7	-0.2	104
COc1cc(C(=O)n2nc(C)cc2C)ccc1O	nt	0.4	7	-4	-3	7	1	0	0.4	107

Fetched one by one from above, 2 records:
SMILES	Wnt act	MOR-DOR ag	Arrestin-AP2 inh	Keap1-Nrf2 PPI	OPRM1-OPRD1 inv	Cardiac RTF inh	V-ATPase pH	RTF Ca sens act	LANA DNA inh	Pemphigus Ab inh
Clc1ccc(OCCn2ccnc2)c(Cl)c1	nt	0.9	21	-1	-5	3	0	2	0.7	109
Cc1ccc2c(c1)nnn2C1CCN(CC(=O)N2c3ccccc3CC2C)CC1 (centres undefined)	nt	-1.2	14	2	7	3	0	3	-1.3	122

The list goes on:
SMILES	Wnt act	MOR-DOR ag	Arrestin-AP2 inh	Keap1-Nrf2 PPI	OPRM1-OPRD1 inv	Cardiac RTF inh	V-ATPase pH	RTF Ca sens act	LANA DNA inh	Pemphigus Ab inh
Cc1ccccc1-n1c(C)cc(/C=N/NC(=O)c2ccncc2)c1C	nt	-0.4	9	-3	2	1	9	-1	-1.0	102
COc1ccc(C(=O)N2CCN(C(=O)C3COc4ccccc4O3)CC2)cc1 (centres undefined)	-1	0.9	2	-2	-5	-1	-2	-1	1.1	94
CCN1CCCc2cc(CN(CCN3CCOCC3)C(=S)Nc3ccc(OC)cc3)ccc21	1	1.4	-19	0	-7	-20	-1	-1	0.6	98
Cc1cc(C)nc(NC(N)=NCCc2c[nH]c3ccccc23)n1	3	1.3	18	-4	-7	-5	-4	-3	-2.9	103
CCOc1ccc(CCNS(=O)(=O)c2c(C)n[nH]c2C)cc1OCC	nt	-0.7	-5	-13	3	-8	-1	-2	-0.3	106
Cc1ccc(C(=O)NNC(=O)c2cccc3ccccc23)cc1	-2	-0.8	-5	-2	4	-5	0	-2	0.4	88
CCCN(CCC)C(=O)CSc1nc2n[nH]c(C)c2c(=N)n1-c1ccc(OC)cc1	-1	-2.1	-6	-1	10	4	-1	7	-1.3	114
COc1ccc(S(=O)(=O)N2CCOCC2)cc1NC(=O)CCNC(=O)c1ccc(Cl)cc1	0	-0.9	12	-3	6	6	-1	-3	0.5	95
Cc1ccc(OCC(=O)Nc2ccc(F)cc2)cc1	22	-1.6	24	1	9	-2	-3	-3	-1.1	102
Cc1ccc(S(=O)(=O)N(CC(=O)N(C(C)C)C(C)C)C(=O)N2CCN(C)CC2)cc1	-1	-3.6	-3	-10	19	3	1	-4	1.3	109
CCN1CC(O)=C(c2nc3ccccc3s2)C1=N	-2	-3.4	1	-2	14	4	-2	0	0.7	100
COc1ccc(OC)c(S(=O)(=O)Nc2ccc3c(c2)N(C(C)=O)CCC3)c1	3	2.3	3	-6	-15	-12	-3	3	-0.5	121
O=C(NCCN1CCOCC1)c1cccc(S(=O)(=O)N2CCCCC2)c1	0	-2.8	-6	1	14	-3	-1	-2	0.6	98
Cc1ccccc1NS(=O)(=O)c1ccc(F)cc1	-2	-0.1	0	6	0	-4	3	-7	6.5	102
Cc1nc(NC(=O)CN(C)S(=O)(=O)c2ccc(Br)cc2)sc1C	nt	-1.4	33	-1	7	-2	-5	3	0.4	97
Cc1cccc(NC(=O)Cn2c(O)c(N=NC(=O)c3ccccc3O)c3ccccc32)c1	nt	-1.3	-2	-4	7	-5	2	-5	-0.1	101
Cc1noc(C)c1S(=O)(=O)Nc1ccc(C(=O)N2CCCCC2)cc1	nt	-2.8	-4	0	16	-2	-3	-3	-0.2	106
O=C(CSc1ccccc1)Nc1nnc(COc2ccc(Cl)cc2)s1	0	2.6	-3	1	-14	-1	0	-7	-0.2	96
NC1=NC(=O)/C(=C\c2ccc(O)c([N+](=O)[O-])c2)S1	-1	-3.0	17	-3	15	4	-4	10	1.0	90
CCOc1ccc(NC(=S)NCc2ccc3[nH]c(C)cc3c2)cc1	0	0.3	13	-4	-2	-9	0	1	0.8	99
Cc1ccc(NC(=O)c2ccc(OCc3c(C)noc3C)cc2)nc1	0	-3.4	-12	4	14	-8	0	-4	0.8	nt
Nc1nc(SCC(=O)Nc2ccc([N+](=O)[O-])cc2Br)n[nH]1	nt	3.1	-6	2	-18	0	-1	-2	0.3	100
O=c1cc(-c2ccccc2)[nH]n1-c1nc2ccccc2[nH]1	nt	-4.0	1	-3	20	-13	0	-2	2.1	108
CC(=O)c1cccc(S(=O)(=O)N(C)C2CCN(C)CC2)c1	3	-0.2	13	-5	1	-5	4	-1	-1.3	110
CCOc1cccc(/C=N/N2CCN(c3ccc(Cl)cc3)CC2)c1O	-1	1.9	-1	-5	-11	-7	2	3	0.5	92
O=C(c1ccc2c(=O)n(CCc3ccccc3)c(=O)[nH]c2c1)N1CCN(c2ccc(F)cc2)CC1	-3	14	22	-2	-88	-11	2	-8	-0.5	96
O=C(CSc1nnc(-c2cccnc2)n1CCN1CCCCC1)Nc1cccc(Cl)c1	-4	-1.1	-7	4	6	10	-2	7	-0.9	nt
O=C(NCc1cccs1)C(Cc1ccccc1)NS(=O)(=O)c1cccs1 (centres undefined)	nt	-2.2	-11	-7	13	-12	1	4	-1.5	nt
COc1ccc(-c2ccc(SC)nn2)cc1	8	0.0	4	-3	0	2	3	5	0.9	109
Nc1[nH]c(=O)[nH]c(=O)c1N=Cc1ccccc1	nt	-0.8	0	9	4	-10	4	6	30	nt
COc1ccc(NC(=O)[C@H](C)NC(=O)C2CCN(S(=O)(=O)c3ccc(C)cc3)CC2)cc1	-1	-0.1	-9	-2	1	0	-3	4	-2.4	90
Cc1nc(CCNC(=O)C2CCC(=O)N(Cc3ccc(Cl)cc3)C2)sc1C (centres undefined)	3	0.9	4	-6	-5	0	-3	-1	0.4	107
Cc1ccc(NC(=O)CNC(=O)c2cccs2)c(O)c1	3	-3.3	6	-2	17	1	-3	2	0.9	101
COc1ccc(C2CC(c3c(-c4ccccc4)c4cc(Cl)ccc4[nH]c3=O)=NN2S(C)(=O)=O)cc1OC (centres undefined)	nt	-0.2	-2	-5	2	-10	nt	-3	-0.7	94
CC(NC(=O)c1ccc2nc[nH]c2c1)c1ccccc1 (centres undefined)	-1	-2.0	-14	1	10	2	10	0	-0.2	88
O=C(NCC(=O)N(c1ccc(F)cc1)C(C(=O)NC1CCCC1)c1cccnc1)c1cccs1 (centres undefined)	-2	-4.1	-20	-4	19	0	0	-5	0.8	104
CC(C)CC1(C)NC(=O)N(CC(=O)Nc2ccc(F)c(F)c2F)C1=O (centres undefined)	-4	-3.4	1	2	16	-14	5	1	-1.4	115
O=C(O)c1ccc(CS(=O)c2cccc(C(F)(F)F)c2)o1 (centres undefined)	nt	1.1	8	1	-6	-11	-8	-5	-1.5	100
COc1ccc(NC(=O)Nc2nnc(-c3ccco3)s2)cc1	53*	4.9	5	-1	-26	-4	-7	2	-0.3	98
Cc1ccc(NC(=O)CCC(=O)N/N=C/c2ccc([N+](=O)[O-])o2)cc1C	-3	6.6	-2	-4	-33	-7	1	-2	1.4	89
COc1cccc(-n2c(C)nn(CCOc3ccccc3)c2=O)c1	1	0.0	-12	-3	0	-5	6	9	-0.1	114
COc1ccc(C(=O)Cn2c(=N)n(C)c3ccccc32)cc1	1	-0.9	34	1	5	-4	3	-4	-1.2	111
CCOC(=O)C(=CNNc1ccsc1C(=O)OC)C(=O)OCC	1	-2.5	-5	2	13	-2	-4	-5	-0.7	106
CCn1c(SCC(=O)Nc2ccc(C(C)=O)cc2)nc2ccccc21	nt	0.5	7	1	-3	-9	1	0	-0.6	93

Compound activity as filed in PubChem.
